# NR2E3 ag-1: agonists of human NR2E3 nuclear receptor; CHO-S Gal4-NCOR/VP16-NR2E3 two-hybrid, luciferase; Q9Y5X4; AID 602229; inhibition of corepressor binding, % at 3.98 µM; actives 0.35% (n = 360,000);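 active = inhibition above the mean of all tested compounds plus 3 SD, cut at about 70% in these data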;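 also: 0% = DMSO with NR2E3 transfected cells and 100% = cells lacking NR2E3 construct; higher means lower luciferase signal from less NR2E3 corepressor binding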
# Target sequence (Q9Y5X4 whole entry, looked up, the tested form may be a part): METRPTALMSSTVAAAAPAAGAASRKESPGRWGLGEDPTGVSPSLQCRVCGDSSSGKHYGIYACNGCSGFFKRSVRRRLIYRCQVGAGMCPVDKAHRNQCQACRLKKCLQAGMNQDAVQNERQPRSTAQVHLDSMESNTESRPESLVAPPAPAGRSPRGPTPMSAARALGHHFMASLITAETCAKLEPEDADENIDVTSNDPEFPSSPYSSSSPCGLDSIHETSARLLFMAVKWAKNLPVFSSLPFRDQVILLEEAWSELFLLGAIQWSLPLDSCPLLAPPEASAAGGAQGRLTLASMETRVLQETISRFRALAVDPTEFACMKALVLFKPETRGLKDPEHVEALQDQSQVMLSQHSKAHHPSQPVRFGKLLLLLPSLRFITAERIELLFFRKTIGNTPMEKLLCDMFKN
# KKLEB tox: counter-screen for CF NF-kB inhibitors: cytotoxicity. KKLEB CF airway cells viability, ATPlite luminescence, overnight; active compounds read low; cells stimulated with P. aeruginosa culture filtrate. activity change (cytotoxicity), % at 5 µM. actives 0.36% (n = 360,000). AID 602141;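 active = corrected activity change at or below -50% at 5 µM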
# NR2E3 ag-2: NR2E3 (human) agonism; actives 0.12% (n = 320,000); AID 2300; GST-NR2E3/biotin-RetCOR TR-FRET, 1536-well; Q9Y5X4; inhibition of corepressor binding, % at 4.78 µM;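 active = percent inhibition above the cutoff of mean plus 3 SD of all tested compounds, set per screening campaign, cut at about 20% in these data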;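 also: 0% = DMSO wells and 100% = biotin wells as full block of FRET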
#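 Test system – NR2E3–RetCOR corepressor complex · Quantity – NR2E3 fusion 1.35 nM · Buffer or medium – Tris pH 7.5 · Incubation – Compound–protein incubation for 5 h at 4 °C · Technique – TR-FRET, Eu(K)-anti-GST donor, streptavidin-D2 acceptor, ex 340, em 617/671 nm · Evaluation – percent inhibition of 671/617 nm emission ratio versus biotin and DMSO controls · Plate – 1536-well format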
# CF NFkB inh: cystic fibrosis NF-kB activation inhibition. KKLEB NF-kB-GFP reporter, PAF-induced, GFP fluorescence overnight. inhibition, % at 5 µM. actives 0.86% (n = 360,000);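 active = at least 50% inhibition at 5 µM, scaled per plate between neutral and stimulator controls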;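 also: PAF is a Pseudomonas aeruginosa culture filtrate used as stimulus; plate controls were PAF-stimulated DMSO wells for no effect and unstimulated DMSO wells for full effect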
# Shn3 3UTR inh: Schnurri-3 reporter inhibition in Clone20 osteoblasts | Clone20 osteoblast Shn3 3'UTR firefly luciferase, 24 h | inhibition, % at 12.5 µM | actives 0.52% (n = 360,000) | AID 588674;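 active = mean inhibition of at least 75% with every replicate also reaching 75%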;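 also: 0% = median of neutral control wells and 100% = pilot-screen positive control compound; some compounds past the cut are filed as inactive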
# HIF-2a inh: blocks HIF-2a reporter activity; actives 0.72% (n = 360,000); 786-0 RCC cells HIF-2a reporter, luciferase luminescence, overnight; inhibition, % at 18.8 µM; AID 624352;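 active = inhibition of the luminescence signal of 40% or more relative to plate controls, in a single-dose primary screen at 18.75 µM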
# Peg3 prom inh: reduces Peg3 promoter-driven luciferase expression in HeLa; actives 1.7% (n = 360,000); HeLa PEG-Prom luciferase reporter, luminescence, overnight; inhibition, % at 20 µM;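 active = inhibition of at least 50% at 20 µM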
# TRPM1 prom inh: inhibitors of MITF-driven TRPM1 promoter in melanoma cells. inhibition, % at 12.5 µM. SK-MEL-5 TRPM1 promoter luciferase, 24 h. actives 0.83% (n = 330,000);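 active = mean inhibition across replicates of 60% or more, whatever share of single replicates reaches that level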; also: values of inactives mirror those of a sister screen read the other way
# TWEAK Fn14 block: TWEAK-Fn14 signaling inhibition; TWEAK-stimulated Fn14 reporter cells, luciferase luminescence, 8 h; inhibition, % at 10 µM; actives 2% (n = 360,000); AID 1159606; in the data active = inhibition above about 50%
# iPSC survival up: hiPSC single-cell survival enhancement; ATPlite luminescence; 100% = ROCK inhibitor wells, 0% = DMSO; survival enhancement, % at 20 µM; actives 0.044% (n = 360,000); in the data active = survival enhancement above about 18%;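 also: cells exposed to compounds for 16 hours before the ATP read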
# aDG glyco up: increases alpha dystroglycan glycosylation; Pro5-aDG cells, alpha-DG glycosylation AlphaScreen (IIH6); 0% Pro5, 100% B10-LARGE cell signal; activation, % at 10 µM; actives 0.22% (n = 360,000);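 active = activation of at least 8% versus controls, or a plate z-score of at least 8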;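 also: Pro5 are CHO cells carrying HIG-tagged alpha-DG that lacks glycosylation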
# * marks the source's active call; other numbers are inactive results; . = no result given.
SMILES,NR2E3 ag-1,KKLEB tox,NR2E3 ag-2,CF NFkB inh,Shn3 3UTR inh,HIF-2a inh,Peg3 prom inh,TRPM1 prom inh,TWEAK Fn14 block,iPSC survival up,aDG glyco up
Cc1cc(C)c(C#N)c(SCC(=O)Nc2nonc2N)n1,-40.5,1.2,-1.6,-12.8,-61.4,-155.8,-193.3,-48.2,-4.6,-0.3,-0.1
COc1ccc(S(=O)(=O)N2CCC(C(=O)Oc3cccc(C)c3)CC2)cc1OC,-17.1,3.1,1.0,0.6,-8.6,0.4,-1.2,7.1,-20.3,0.0,-0.1
c1ccc(Nc2nc3ccccc3n3cnnc23)cc1,7.0,12.9,-1.4,-118.3,-2.8,-0.1,15.8,9.2,-42.7,-0.6,0.1
Cc1cc(NC(=O)CSc2ncnc3ccccc23)no1,-2.4,-4.0,2.4,15.5,3.3,-10.7,-3.4,-1.4,-1.8,-0.1,0.0
CCCNC(=O)C1CC(c2ccc(C(F)(F)F)cc2)=NO1 (centres undefined),-7.1,13.3,-0.8,-4.8,-25.3,-66.3,-70.2,-18.5,-4.8,-1.0,0.0
Cc1ccc(C(=O)Nc2cccnc2Cl)cc1Cl,-11.0,2.6,6.0,9.4,-70.1,-238.7,-276.5,-42.5,-16.4,0.4,0.0
Cc1cc(C)cc(OCC(O)CN2C(=O)NC(C)(C)C2=O)c1 (centres undefined),-9.4,15.7,1.4,-5.2,-7.6,4.9,-5.6,0.1,-5.4,3.6,0.1
O=C1CC(N2CCN(C/C=C/c3ccccc3)CC2)C(=O)N1CCc1ccccc1 (centres undefined),3.1,-14.9,-2.6,0.4,72.9,2.5,16.4,9.6,-3.1,-1.2,2.6
COC(=O)C1(C)NC(c2ccc(OC)cc2)C2C(=O)N(c3ccccc3)C(=O)C21 (centres undefined),8.7,8.5,-2.5,6.0,9.7,18.0,7.1,8.9,6.2,-0.4,0.0
Cc1ccc2c(CN3CCN(S(=O)(=O)c4ccc(Cl)cc4)CC3)cc(=O)oc2c1C,21.7,2.6,.,-10.9,19.0,7.6,26.8,14.6,4.0,-0.4,0.0
CCCNC(=O)CSc1nnc(-c2ccccc2Br)n1-c1cccc(C(F)(F)F)c1,12.6,2.1,1.7,-2.4,17.4,1.9,10.1,7.7,7.9,-0.8,0.2
CC(=O)N1CCN(c2ccc([N+](=O)[O-])cc2)CC1,-13.0,-8.5,-1.1,-3.0,1.2,8.3,-10.1,-10.4,12.9,0.7,0.2
O=C(C1CCC1)N1CCN(S(=O)(=O)c2ccc([N+](=O)[O-])cc2)CC1,-32.8,19.6,2.5,-10.5,3.1,-1.0,6.5,5.9,4.5,-1.8,0.0
c1csc(CNc2nc(NCC3CCCCC3)c3sccc3n2)c1,30.0,-16.1,.,16.4,55.6,1.4,25.9,.,45.1,0.5,1.1
CC1CCCCC1NC(=O)COC(=O)c1ccc2c(c1)NC(=O)CS2 (centres undefined),0.4,6.4,.,-19.6,5.1,9.8,7.8,8.3,-0.1,-0.5,0.1
CCC(C)N1CCC2(CC1)N=c1c(c3c4c5c(C)c(O)c3c(O)c1=NC(=O)C(C)=CC=C[C@H](C)[C@H](O)[C@@H](C)[C@@H](O)[C@@H](C)[C@H](OC(C)=O)[C@H](C)[C@@H](OC)C=CO[C@@](C)(O5)C4=O)N2 (some centres undefined),-2.5,3.7,-2.7,31.0,15.2,24.5,4.8,-0.2,-12.8,1.2,0.0
Cc1cccc(NC(=O)COC(=O)c2cccc(S(=O)(=O)N3CCCCCC3)c2)c1,0.3,-2.5,-0.6,11.6,-8.7,-0.2,19.1,-8.0,-17.3,7.4,-0.1
Cn1c(CC(=O)NNC(=O)c2ccccc2F)nc2ccccc21,-9.4,-10.1,2.5,13.3,-2.8,12.6,5.4,0.9,16.0,0.8,0.1
O=C(NN1CCOCC1)c1cc(-c2ccncc2)nc2ccccc12,-6.0,10.3,-4.6,-10.8,-7.3,3.8,13.4,1.5,46.2,-0.4,0.2
CN1CCN(c2ccc(C(CC(N)=O)NC(=O)Cc3cccc4ccccc34)cc2[N+](=O)[O-])CC1 (centres undefined),1.3,16.5,2.6,-13.8,-11.2,8.5,6.2,-5.8,2.7,-0.9,0.1
Cc1ccc(N(C(=O)Cc2cccs2)C(C(=O)NCC2CCCO2)c2ccncc2)cc1 (centres undefined),-12.0,0.7,4.8,-11.5,-7.2,-23.5,2.9,0.6,-10.5,0.9,-0.2
O=C1c2ccccc2[C@@H]2C[C@@H](O)[C@H](Nc3cccc4ccccc34)CCN12,-24.2,-5.0,.,30.4,3.3,-7.3,2.1,19.9,18.0,-3.5,0.2
CCOC(=O)N1CCN(C2CC(=O)N(c3ccccc3)C2=O)CC1 (centres undefined),-17.8,-3.6,1.1,6.5,0.0,10.3,-10.0,2.3,6.1,0.2,-0.2
O=C(NC1CCCCC1)c1cccc(S(=O)(=O)N2CCCCC2)c1,9.2,-8.2,-2.1,0.4,12.6,7.1,7.6,5.3,4.7,0.6,0.0
CCCCCCSc1cccc(-c2nc3ccc(C)cn3c2NC2CCCCC2)c1,-25.8,-5.2,-0.5,9.5,-9.6,-1.9,13.4,-12.3,-5.8,-1.8,0.8
# New compounds follow.
SMILES,NR2E3 ag-1,KKLEB tox,NR2E3 ag-2,CF NFkB inh,Shn3 3UTR inh,HIF-2a inh,Peg3 prom inh,TRPM1 prom inh,TWEAK Fn14 block,iPSC survival up,aDG glyco up
N#Cc1c(NC(=O)CCCC(=O)O)sc2c1CCCCC2,-50.7,-7.6,-1.3,-8.6,24.2,63.0*,-156.8,30.8,-9.2,0.6,-0.2
CCCNC(=O)C1(C)CCN(C(=O)c2cc(C(C)(C)C)nn2C)C1 (centres undefined),-30.2,5.9,.,3.6,4.7,6.2,8.1,.,14.1,-1.7,0.1
COc1ccc(C2=C(Nc3ccccc3)c3ccccc3C2=O)cc1,0.8,-2.5,-2.0,9.1,2.7,4.3,4.8,4.3,-23.4,-0.6,0.0
CCOc1ccc(NC(=O)c2ccc(F)cc2F)cc1,-109.0,-1.1,-3.9,-6.4,-126.9,-248.3,-304.3,-92.0,-10.5,-3.3,-0.1
CCOc1ccccc1N(CC(=O)NCCOC)C(=O)CCC(=O)Nc1ccccn1,-8.0,15.2,2.3,-19.3,6.8,9.8,9.8,6.6,-2.8,-1.6,0.1
Cc1nc(Cl)c(C#N)c2c1CCCC2,-15.9,0.3,-2.7,12.4,7.0,11.8,-4.8,-24.8,5.8,0.2,0.0
O=C(CN1CC(=O)Nc2ccccc21)Nc1ccc(F)c(F)c1,-66.8,-2.8,-0.9,-12.1,-15.3,-78.6,-52.0,2.6,-15.2,-1.3,0.3
CC(=O)c1cc(-c2ccccc2)n(CC(=O)N2CCCCC2)c1C,27.8,-6.3,1.3,-2.5,-2.5,15.3,17.4,6.5,10.2,-1.4,-0.1
COCC(=O)N(C)[C@H]1C[C@H]2c3[nH]c4ccccc4c3CCN2C(=O)[C@H]1[C@H](C)O,-15.7,-3.7,.,-29.8,-13.6,0.5,-20.7,.,13.3,-0.8,-0.1
O=c1c(Br)c(Br)cnn1-c1ccccc1,33.5,-84.6*,.,89.8*,97.6*,96.0*,108.5*,92.3*,92.8*,-0.4,-0.2
Cc1cccc(C(=O)Nc2ccc(C(=O)N/N=C/c3ccc4c(c3)OCO4)cc2)c1,3.7,7.8,-1.2,2.4,20.1,-6.6,3.0,8.3,-4.8,-0.7,-0.1
CC(=O)N1CCCc2cc(S(=O)(=O)N(CC(C)C)CC(C)C)ccc21,-10.3,3.4,-4.0,-14.0,2.6,10.0,15.8,8.1,6.6,-4.4,-0.3
O=C(c1ccc(OC2CCN(Cc3ccccn3)CC2)cc1)N1CCCCO1,13.8,-3.0,3.7,-2.0,-5.8,9.9,4.8,-0.6,-11.7,1.0,0.3
Cc1ccc(NC(=O)c2ccc3c(c2)C(=O)N(CC2CCCO2)C3=O)cc1C (centres undefined),-12.7,6.5,5.5,2.1,-23.7,-49.0,-15.2,-29.2,2.6,-0.2,-0.1
Cc1ccc(C(=O)NN=C2CCCCCC2)s1,-28.4,-16.1,-0.8,9.1,-21.8,-17.1,-1.5,8.5,7.7,-0.4,-0.2
CCOC(=O)C1=NN(C(C)=O)C2C(=O)N(CC)C(=O)C12 (centres undefined),2.2,-7.1,1.1,-20.8,13.0,2.9,-8.0,.,9.2,-0.5,0.1
COc1ccc(N2CCN(c3nc(NCCO)nc(N4CCOCC4)n3)CC2)cc1,-1.9,-1.0,-3.0,-2.1,0.3,7.6,14.9,8.8,8.8,-0.8,-0.4
CCOc1ccc(Nc2nc(Cc3nnc(SCC(=O)N(CC)CC)n3C)cs2)cc1,7.8,-4.4,-6.2,1.1,2.3,23.9,5.8,15.6,-5.8,-2.9,-0.3
C/C(=N\NC(=O)c1ccc(O)cc1)c1cccc(NC(=O)c2ccc(Cl)cc2)c1,-78.3,-19.3,-0.5,-0.7,-56.2,-243.5,-198.9,-34.4,-49.5,-0.7,0.6
O=C(N/N=C/c1sc(=O)[nH]c1-[n+]1ccccc1)c1ccccc1[O-],-2.4,3.4,-5.1,-20.9,60.6,25.1,11.3,1.7,5.3,0.8,0.0
COc1ccc2cc(C(=O)N3CCN(C)CC3)[nH]c2c1,-31.1,-5.3,.,2.6,-38.6,-147.3,-185.0,-40.5,-11.4,-0.6,0.0
O=C(NCCN1CCN(Cc2ccccc2Cl)CC1)Nc1ccccc1,17.1,-3.6,3.5,13.2,-18.1,-12.5,11.4,-0.9,14.4,-2.6,0.0
Cc1nc2ccccc2c(=O)n1CC(=O)N1CCOCC1,-15.9,-4.1,1.4,1.4,-0.1,8.1,8.0,1.1,0.9,0.1,0.0
COc1ccc(-n2nnc3c(SCC(=O)NCc4ccco4)ncnc32)cc1,-15.7,-10.9,1.5,29.5,-9.4,-4.4,-20.7,2.2,11.1,-3.4,-0.2
C=CCc1cc(/C=N\NC(=O)CSc2nnc(CCCc3ccc(OC)c(C)c3)o2)cc(OC)c1O,2.6,-2.7,3.0,-5.2,3.9,6.0,13.8,13.2,20.1,0.6,0.3
Cn1cc(Cl)c(-c2n[nH]c(=S)n2-c2ccc(F)cc2)n1,-19.8,17.0,20.3*,-26.3,-14.3,23.1,10.3,16.1,-4.4,-0.3,-0.2

# Record cards (already shown).
# Entry for O=C(N/N=C/c1sc(=O)[nH]c1-[n+]1ccccc1)c1ccccc1[O-] → NR2E3 ag-1: -2.4; KKLEB tox: 3.4; NR2E3 ag-2: -5.1; CF NFkB inh: -20.9; Shn3 3UTR inh: 60.6; HIF-2a inh: 25.1; Peg3 prom inh: 11.3; TRPM1 prom inh: 1.7; TWEAK Fn14 block: 5.3; iPSC survival up: 0.8; aDG glyco up: 0.0
# Entry for CCCNC(=O)C1(C)CCN(C(=O)c2cc(C(C)(C)C)nn2C)C1 (centres undefined) → NR2E3 ag-1: -30.2; KKLEB tox: 5.9; NR2E3 ag-2: .; CF NFkB inh: 3.6; Shn3 3UTR inh: 4.7; HIF-2a inh: 6.2; Peg3 prom inh: 8.1; TRPM1 prom inh: .; TWEAK Fn14 block: 14.1; iPSC survival up: -1.7; aDG glyco up: 0.1

# Bioassay records as filed in PubChem.
